zVAD death inh: inhibitors of zVAD-triggered necroptosis, primary screen, L929 cells; L929 zVAD necroptosis rescue, ATP luminescence, 24 h; with zVAD 60 µM; viability rescue, % at 10 µM; hit rate 0.38% among 220,000; AID 1377, 2008;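 active = activation, scaled between plate controls, above about 75%, limit read from the data; inactive = activation under that limit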;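 note: 0% = zVAD with DMSO and 100% = DMSO alone without zVAD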
RBBP9 inhibitor: human RBBP9 inhibitors, primary screen, biochemical, fluorescence polarization, FP-Rh probe, HTS; recombinant RBBP9; hit rate 0.2% among 220,000; Serine hydrolase RBBP9 (Homo sapiens), O75884; inhibition, % at 7.94 µM;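 active = inhibition above the campaign mean of all tested compounds plus 3 SD, cut at about 14% in these data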;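 note: plate controls were DMSO wells with RBBP9 for no effect and wells lacking RBBP9 protein for full effect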
Target sequence (O75884 whole entry, looked up): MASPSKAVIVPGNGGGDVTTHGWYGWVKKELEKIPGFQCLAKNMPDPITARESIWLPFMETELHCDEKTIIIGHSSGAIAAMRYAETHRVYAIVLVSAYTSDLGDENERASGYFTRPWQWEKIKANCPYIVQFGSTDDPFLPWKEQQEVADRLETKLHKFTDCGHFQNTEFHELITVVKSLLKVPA
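Material: RBBP9 protein. Amount: RBBP9 at 2.5 µM in dispensed solution, before mixing. Schedule: 30 min then 45 min, 25 °C. Medium: Tris buffer pH 8.0, NaCl, Pluronic. Measured by: fluorescence polarization. Measure: percent inhibition from mP, scaled between DMSO and no-protein wells. Replication: one well per compound.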
Hck-Nef inh: inhibitors of Nef-activated human Hck kinase, primary screen, biochemical, Z-Lyte FRET, 384-well, Hck-YEEI | Tyrosine-protein kinase HCK (Homo sapiens), P08631 | Recombinant Hck-YEEI plus Nef, Z-Lyte FRET kinase assay | inhibition, % at 20 µM | hit rate 0.68% among 220,000 | AID 463187, 2010;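 active = Hck-Nef kinase inhibition above about 50%, limit read from the data; inactive = inhibition below that limit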;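 note: 0% = DMSO with Hck plus Nef and 100% = Hck alone without Nef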
Target sequence (P08631 whole entry, looked up): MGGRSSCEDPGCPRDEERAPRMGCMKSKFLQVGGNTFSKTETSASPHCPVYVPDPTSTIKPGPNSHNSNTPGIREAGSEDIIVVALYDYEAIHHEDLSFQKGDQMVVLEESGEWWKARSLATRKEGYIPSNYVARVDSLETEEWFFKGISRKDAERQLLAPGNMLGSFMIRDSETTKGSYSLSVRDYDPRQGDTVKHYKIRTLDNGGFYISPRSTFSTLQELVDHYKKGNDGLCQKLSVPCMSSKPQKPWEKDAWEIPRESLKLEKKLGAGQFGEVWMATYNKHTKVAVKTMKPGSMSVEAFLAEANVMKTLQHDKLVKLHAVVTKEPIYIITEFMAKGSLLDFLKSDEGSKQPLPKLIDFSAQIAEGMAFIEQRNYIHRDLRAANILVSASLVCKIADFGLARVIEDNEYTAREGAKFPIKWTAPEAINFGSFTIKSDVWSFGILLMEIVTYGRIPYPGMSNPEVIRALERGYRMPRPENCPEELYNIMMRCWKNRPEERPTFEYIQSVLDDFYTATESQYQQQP
Runt-CBFb FRET: inhibitors of RUNX1 Runt–CBFb binding, primary screen, biochemical, FRET, Cerulean-Runt, Venus-CBFb, uHTS | Cerulean-Runt/Venus-CBFb FRET ratio 530/480, 1 h | inhibition, % at 20 µM | AID 1496, 2009 | hit rate 0.46% among 220,000 | Runt-related transcription factor 1 (Homo sapiens) + Core-binding factor subunit beta …;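 active = inhibition over about 50% at 20 µM in the single-dose screen, limit read from the data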;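 note: 0% = DMSO wells and 100% = excess unlabeled CBFb competitor control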
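Schedule: protein complex preformed 1 h, compound exposure 1 h, room temperature, dark; test system: Cerulean-labeled Runt domain protein; amount: 100 nM per protein; buffer or medium: Tris 50 mM pH 7.5, KCl, K2SO4, 0.01% BSA; read-out: loss of energy transfer signal; detection: FRET fluorescence; controls: 5 µM unlabeled CBFb as full-inhibition high control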
PERK inhibitor: block of dimerizer-induced PERK translation repression, primary screen, PERK inhibitor project, CHO PERK-DD cells, SEAP luminescence, HTS; Eukaryotic translation initiation factor 2-alpha kinase 3 (Homo sapiens), Q9NZJ5; CHO PERK-DD fusion, SEAP luminescence translation reporter; inhibition, % at 5.6 µM; hit rate 0.17% among 220,000; AID 1416, 2008;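 active = inhibition above the mean inhibition of all tested compounds plus 3 SD, set separately per screening campaign, cut at about 2.9% in these data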;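 note: PERK kinase domain activated by AP20187 dimerizer at 100 nM; 0% = DMSO with dimerizer and 100% = rapamycin at 8.4 µM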
EP2 mod: EP2 receptor modulators, cAMP readout, primary screen, cell-based, HTRF cAMP, PGE2 stimulation; induction, % at 25 µM; Prostaglandin E2 receptor EP2 subtype (Homo sapiens), P43116; AID 940, 2007; EP2-expressing cells, cAMP HTRF FRET, PGE2 co-stimulation; hit rate 0.83% among 260,000;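 active = compounds whose cAMP rise, as percent of the full-agonist control response, exceeds 60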;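 note: rat C6 glioma line stably carrying human EP2 under a CMV promoter; the protocol text gives 20 µM as final concentration; 100% = response of wells given 1 µM PGE2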
Target sequence (P43116 whole entry, looked up): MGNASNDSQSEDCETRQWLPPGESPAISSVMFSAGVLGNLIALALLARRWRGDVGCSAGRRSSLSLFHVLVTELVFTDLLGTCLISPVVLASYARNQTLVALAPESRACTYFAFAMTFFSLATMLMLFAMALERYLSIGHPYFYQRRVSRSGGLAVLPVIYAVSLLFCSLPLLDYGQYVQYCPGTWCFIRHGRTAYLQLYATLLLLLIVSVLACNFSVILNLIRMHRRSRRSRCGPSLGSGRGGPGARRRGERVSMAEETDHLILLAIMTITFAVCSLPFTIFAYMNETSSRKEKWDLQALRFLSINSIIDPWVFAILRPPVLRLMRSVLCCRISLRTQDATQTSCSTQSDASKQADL
Runt-SMMHC FRET: inhibitors of RUNX1 Runt–CBFb-SMMHC binding, primary screen, biochemical, FRET, Cerulean-Runt, Venus-CBFb-SMMHC, uHTS | Runt-related transcription factor 1 (Homo sapiens) + Core-binding factor subunit beta … | Cerulean-Runt/Venus-CBFb-SMMHC FRET ratio 530/480, 1 h | AID 1434, 2008 | hit rate 0.74% among 220,000 | inhibition, % at 20 µM;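 active = mean inhibition across duplicate retests at 20 µM reaching about 50%, limit read from the data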;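 note: 0% = DMSO wells and 100% = wells with excess untagged CBFb-SMMHC; inhibitors lower the FRET ratio by blocking Runt binding to CBFb-SMMHC; some results filed as inactive read as strong as hits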
PGE2 EP2 inh: human EP2 receptor antagonists, primary screen, TR-FRET cAMP, C6 glioma cells. Prostaglandin E2 receptor EP2 subtype (Homo sapiens), P43116. hit rate 0.52% among 260,000. C6 glioma cells expressing human EP2; cells stimulated with saturating PGE2. inhibition, % at 25 µM;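 active = percent inhibition above 40 after rounding to a whole number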;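 note: rat C6 glioma host cells with rolipram phosphodiesterase inhibitor present; the protocol text gives 20 µM as final concentration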
TNF death inh: inhibitors of TNF-alpha triggered necroptosis, primary screen, cell-based, Jurkat FADD-/-, single concentration. hit rate 0.068% among 220,000. Jurkat FADD-/- TNF necroptosis rescue, ATP luminescence, 24 h; 0 = TNF only, 100 = no-TNF cells. activation (protection from cell death), % at 10 µM;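 active = activation, meaning protection from cell death, of at least 50% relative to plate controls; inactive = activation below 50%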;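 note: necroptosis triggered by 40 ng/mL TNF-alpha added together with compound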
Active calls of the source: *; . = not tested or not shown; & = joins results of further samples. This is a subset, so the mix of outcomes need not match the whole.

SMILES	zVAD death inh	RBBP9 inhibitor	Hck-Nef inh	Runt-CBFb FRET	PERK inhibitor	EP2 mod	Runt-SMMHC FRET	PGE2 EP2 inh	TNF death inh
Cc1cc(C)c2[nH]c(=O)c(C(c3nnnn3C(C)(C)C)N3CCN(C(=O)c4ccco4)CC3)cc2c1 (stereo unspecified)	-0.6	-2	1	-7	-0.7	-9	3	10	-1.1
Cc1ccc(S(=O)(=O)c2c(N)n(C)c3nc4ccccc4nc23)cc1	0.8	-2	53*	7	-0.1	16	22	11	-1.6
COc1ccc(C(=O)OCC(=O)Nc2cc(S(=O)(=O)N3CCOCC3)ccc2N2CCCC2)cc1	1.1	-4	-14	0	-0.4	-5	1	2	1.5
CCCSC(=S)c1c(C)[nH]n(-c2ccccc2)c1=O	0.8	1	4	1	1.0	-31	-2	16	5.0
COCCCNC(=O)C(=O)C1C(=O)Nc2ccccc21 (stereo unspecified)	3.4	-9	-10	-2	1.1	25	-3	5	-0.6
OC1(C#CCN2CCOCC2)CCCCC1	1.0	-6	-14	.	-0.6	17	1	5	0.7
COCCNC(=O)CN(C(=O)CCC(=O)Nc1ccccn1)c1ccccc1F	0.5	4	15	2	0.0	7&15	2	4&4	1.8
COc1ccc(OC)c(NC(=O)CSC2=C(C#N)C(c3ccco3)C3=C(CCCC3=O)N2)c1 (stereo unspecified)	0.6	-11	2	8	-0.1	10	-4	.	3.1
CCOc1ccc(Cc2c(Cl)nc(SC)nc2OC)cc1	-0.3	-2	1	0	1.4	27	-3	7	-3.3
CCOC(=O)N1N=C(c2ccc(C)cc2)CC1(O)C(F)(F)F (stereo unspecified)	0.5	-2	2	-2	0.4	-22&19	-2	7&12	-3.7
COc1ccc(-c2nc3n(n2)C(c2ccccc2)C2=C(CCCC2=O)N3)cc1OC (stereo unspecified)	-0.2	-6	10	-1	-1.6	.	8	11	-1.0
Cc1c(C(=O)N2CCCc3ccccc32)sc2nc(-c3ccccc3)cn12	1.8	.	10	1	.	6	-4	14	2.2
CCOC(=O)c1ccc(NC(=O)CN2C(=O)CSC2=O)cc1	0.0	-8	1	3	0.8	-1	-3	6	-3.2
Cc1ccccc1-n1c(=O)c2c(n3cnnc13)-c1ccccc1CC21CCCCC1	0.0	-6	0	.	-1.3	36	-2	7	-6.5
COc1ccc(CN2CCC(c3nc4ccc(Cl)cc4[nH]3)CC2)cc1	3.0	7	-3	-1	1.7	-46	0	6	4.4
S=C(c1c[nH]c2ccc(Br)cc12)N1CCOCC1	-1.5	-2	25	-2	0.7	-38	-3	9	0.1
CN(C)c1cc(-c2ccc(Cl)cc2Cl)oc(=O)c1Cl	1.3	-3	7	2	0.3	13	-4	5	-0.7
Cc1cc(N2CCC(C)CC2)c(F)cc1[N+](=O)[O-]	-0.2	-6	2	-2	0.3	-7	-3	7	-5.5
Cc1ccc(S(=O)(=O)N(CC(O)CN(C)C)c2ccccc2)cc1 (stereo unspecified)	-0.6	3	2	2	-1.6	-6	0	21	0.9
Cc1cc(=O)n2nc(N3CCCC(C(=O)N4CCOCC4)C3)sc2n1 (stereo unspecified)	1.5	-7	0	2	0.5	19	-3	8	1.6
COCc1cc(C(C)=O)ccc1OCC(=O)Nc1ccc(NC(C)=O)cc1	0.5	-3	5	-3	-0.3	-10	-7	7	1.4
O=C(c1cccc(C(F)(F)F)c1)C1CCCN(C(=O)CCn2cnnn2)C1 (stereo unspecified)	0.2	5	7	0	1.0	-1	-2	11	2.8
C/C(=N\NC(=O)CC#N)c1cc2ccccc2oc1=O	0.9	-7	3	-4	0.6	12	-4	6	0.0
Cc1nc(CC(=O)N2CCN(S(=O)(=O)c3ccccc3C#N)CC2)cs1	-0.6	3	2	-1	-0.6	16	0	9	0.5
O=C(O)c1cccc(NC(=O)c2ccc3c(c2)C(=O)N(Cc2ccco2)C3=O)c1	2.2	-2	20	12	0.8	26	3	17	0.0
O=C(NC(=S)Nc1ccc(S(=O)(=O)N2CCCCC2)cc1)c1ccc(Cl)cc1	-0.2	-7	9	2	0.6	-31	6	25	-3.8
COc1ccc(CCNC(=O)CSc2ccc(-c3cccs3)nn2)cc1	5.0	-2	26	1	-0.6	-15	2	8	0.3
CN1CCN(C(=S)SCC(=O)Nc2nc(-c3ccccc3)c(-c3ccccc3)o2)CC1	-0.3	-9	1	-2	-0.1	9	-1	16	1.4
Cc1ccc(C(=O)c2ccccc2C(=O)O)c(O)c1	0.6	-3	4	-2	1.4	-20	-3	6	0.4
CC(C)C(O)(CC#CCN1CCCC1)c1ccccc1 (stereo unspecified)	-1.4	-2	-10	-2	0.4	12	-7	7	0.8
Cc1cccc(CCNC(=O)C2CCC(CNS(=O)(=O)c3cccs3)CC2)c1 (stereo unspecified)	-0.9	-4	-8	0	0.9	-13	0	7	-0.1
CN(C=C1C(=O)CC(C)(C)CC1=O)CCN1CCNCC1	-0.2	8	2	-1	0.2	27	-1	17	0.7
O=C(CCCCCn1c(=S)[nH]c2ccc(N3CCOCC3)cc2c1=O)NCCc1ccccc1	0.8	-3	3	4	1.1	-42	-19	18	1.5
O=C(CSc1ccsc1[N+](=O)[O-])N1CCN(c2ccccc2)CC1	1.1	-4	3	1	-0.1	15	-1	9	3.2
CN(C)CCNC(=O)c1ccc(Sc2ccc(Br)cc2)c([N+](=O)[O-])c1	19	-8	25	0	-0.4	-44	2	20	-2.8
CCOc1ccc2nc(SCC(=O)NCc3ccc(OC)c(OC)c3)[nH]c2c1	0.8	3	23	0	0.9	-10	-2	0	0.9
COC(=O)c1c(C(=O)OC)c2cc(C(=O)c3ccccc3)ccn2c1Cl	-0.9	-8	8	6	-1.1	-6&-9	27	9&17	-2.4
CCOc1ccc(NC2=C(Cl)C(=O)N(Cc3ccccc3)C2=O)cc1	0.2	-4	0	-4	-0.4	13	-2	8	-1.5
CCOC(=O)CCP(=O)(O)C(O)c1ccc(OC)cc1 (stereo unspecified)	-0.1	-2	1	-1	0.7	14	0	8	0.1
CNC(=O)C(=O)NCCN1CCN(C(=O)c2ccc([N+](=O)[O-])cc2)CC1	3.6	0	23	3	1.3	13	-1	4	0.2
Cc1cc(Cl)ccc1N(CC(=O)NCCSCc1ccco1)S(C)(=O)=O	-1.6	-1	25	3	0.2	-15&-21	0	6&5	0.1
Cc1cccc(C)c1NC(=O)C(=O)NCCOc1ccc(Cl)cc1	0.9	-2	1	-1	1.4	2	2	3	-0.7
CCOC(=O)Cc1csc(NC(=O)COc2cc(C)cc(C)c2)n1	0.5	0	17	-4	0.2	-80&-36	1	6&1	1.3
Nc1cc[n+](CC(=O)c2ccc3c(c2)OCCO3)cc1	-0.1	5	2	2	2.1	10	5	6	-0.8
CCCN1/C(=C(/C#N)C2=NS(=O)(=O)c3ccccc32)N(C)c2ccccc21	-0.3	-6	3	-4	-0.6	13	2	4	-0.3
O=C(Nc1cccs1)Nc1ccc(F)cc1F	0.9	-5	7	20	1.6	-74	0	5	4.6
O=S(=O)(Nc1ccc(-n2cccc2)cc1)c1ccc(Cl)c(Cl)c1	1.0	-8	-1	-3	0.5	-74	-3	12	2.5
CCOC(=O)n1c(=O)oc2cc(S(=O)(=O)N3CCOCC3)ccc21	1.1	2	8	-2	2.1	16	3	-2	-0.2
COc1ccc(-c2nc(-c3ccc(Br)cc3)no2)c(OC)c1	-0.4	-1	11	1	0.4	-2	1	8	1.1
COc1ccc(/C=C/c2nnc(NC(=O)CSc3ccc(C)cc3)s2)cc1	-1.2	-6	23	1	-0.6	-19	124*	8	-0.7
Cc1nn(-c2ccccc2)c(N2CCCC2)c1/C=N/O	-0.1	-3	3	-2	0.4	29	-1	5	-0.3
O=C(CCNC(=O)c1ccc([N+](=O)[O-])cc1)Nc1cccc(S(=O)(=O)N2CCCCC2)c1	0.5	1	21	3	1.3	6	-4	4	2.3
C=CCOC(=O)C1C(=O)CC(C)(O)C(C(=O)OCC=C)C1c1ccc(OC)cc1 (stereo unspecified)	-0.5	-2	1	0	0.1	9	0	4	0.7

Some of the entries above, reformatted:
Fields: zVAD death inh, RBBP9 inhibitor, Hck-Nef inh, Runt-CBFb FRET, PERK inhibitor, EP2 mod, Runt-SMMHC FRET, PGE2 EP2 inh, TNF death inh
- CCCN1/C(=C(/C#N)C2=NS(=O)(=O)c3ccccc32)N(C)c2ccccc21
  -0.3, -6, 3, -4, -0.6, 13, 2, 4, -0.3
- O=C(Nc1cccs1)Nc1ccc(F)cc1F
  0.9, -5, 7, 20, 1.6, -74, 0, 5, 4.6
- O=S(=O)(Nc1ccc(-n2cccc2)cc1)c1ccc(Cl)c(Cl)c1
  1.0, -8, -1, -3, 0.5, -74, -3, 12, 2.5
- CCOC(=O)n1c(=O)oc2cc(S(=O)(=O)N3CCOCC3)ccc21
  1.1, 2, 8, -2, 2.1, 16, 3, -2, -0.2
- COc1ccc(-c2nc(-c3ccc(Br)cc3)no2)c(OC)c1
  -0.4, -1, 11, 1, 0.4, -2, 1, 8, 1.1
- COc1ccc(/C=C/c2nnc(NC(=O)CSc3ccc(C)cc3)s2)cc1
  -1.2, -6, 23, 1, -0.6, -19, 124*, 8, -0.7
- Cc1nn(-c2ccccc2)c(N2CCCC2)c1/C=N/O
  -0.1, -3, 3, -2, 0.4, 29, -1, 5, -0.3
- O=C(CCNC(=O)c1ccc([N+](=O)[O-])cc1)Nc1cccc(S(=O)(=O)N2CCCCC2)c1
  0.5, 1, 21, 3, 1.3, 6, -4, 4, 2.3
- C=CCOC(=O)C1C(=O)CC(C)(O)C(C(=O)OCC=C)C1c1ccc(OC)cc1 (stereo unspecified)
  -0.5, -2, 1, 0, 0.1, 9, 0, 4, 0.7
